KOR beta-arrestin-1: KOR agonists, beta-arrestin recruitment, primary screen, cell-based, luminescence, uHTS (AID 1777); KOR beta-arrestin recruitment, luminescence; higher % means a stronger effect; activation, % at 10 µM; hits with a dose series show EC50 in µM; 280,000 tested, 0.02% active; in the data active = activation above about 50%, passing the limit was not always enough; note: a part of the inactive calls stands beside numbers as strong as those of hits
West Nile virus CPE: inhibition of WNV-induced cytopathic effect – cell-based, CPE readout (AID 1621). one-dose CPE inhibition, % at 10 µM; IC50 in µM for titrated hits. West Nile virus-infected cells, CPE inhibition; higher % means a stronger effect. 290,000 tested, 0.02% active; in the data active = a potency from the dose series; inconclusive = CPE inhibition mostly from about 3.7% at the one dose, without a potency; inactive = the rest, 99 in 100 with CPE inhibition below about 2.2%; note: strong numbers were not always called active
NTR1 agonist: NTR1-driven beta-arrestin-GFP spot formation – imaging, U2OS cells, high content, primary screen (AID 493036); 330,000 tested, 0.17% active; P30989; agonist mode; activation, % at 20 µM;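 active = activation at or above 40% of the spot to cytoplasm intensity ratio, with at least 20 cells analyzed; inconclusive = wells under 20 cells, flagged as cytotoxic or low count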;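 note: 0% = DMSO without peptide and 100% = 100 nM NTR1 peptide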
Target sequence (P30989 whole entry, looked up): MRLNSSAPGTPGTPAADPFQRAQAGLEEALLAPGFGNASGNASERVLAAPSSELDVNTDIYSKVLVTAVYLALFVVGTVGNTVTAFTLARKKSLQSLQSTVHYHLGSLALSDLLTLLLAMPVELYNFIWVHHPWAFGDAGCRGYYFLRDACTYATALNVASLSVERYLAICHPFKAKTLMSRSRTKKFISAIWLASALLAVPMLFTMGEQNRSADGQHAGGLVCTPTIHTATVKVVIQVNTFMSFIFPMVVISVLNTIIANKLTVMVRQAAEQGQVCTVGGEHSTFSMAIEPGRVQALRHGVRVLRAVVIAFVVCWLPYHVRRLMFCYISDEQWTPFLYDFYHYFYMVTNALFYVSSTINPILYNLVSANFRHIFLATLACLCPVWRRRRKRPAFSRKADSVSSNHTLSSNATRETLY
T cell HTS: modulates CD8 T cell binding to vesicles. AID 2052. calls only at 7 µM. 2C CD8+ T cell-vesicle binding, flow cytometry; hits give low values. 330,000 tested, 0.068% active;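 active = response, share of CD8 T cells binding vesicles, and their 90th percentile fluorescence all below set limits, cut at about 80% in these data, passing the limit was not always enough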
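Test system: purified 2C TCR transgenic mouse naive CD8+ T cells. Probe or stimulus: QL9-peptide-loaded Drosophila micro-vesicles bearing Ld, ICAM-1 and B7-1. Incubation: binding step 1.5 h, 37 °C, antibody labelling 20 min, ice. Measured by: flow cytometry of vesicle-bound cells.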
Salmonella PhoP GFP: inhibitors of PhoP regulon expression, primary screen, Salmonella Typhimurium, GFP reporter (AID 1863) | 300,000 tested, 0.16% active | inhibition, % at 50 µM, or IC50 in µM where a hit was titrated | S. Typhimurium PhoP-regulated promoter GFP reporter, 4 h; higher % means a stronger effect;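 active = inhibition over 29.93%, a cutoff 3 SD above the screen mean, later confirmed by dose response; inconclusive = inhibition over 29.93% but no dose response follow-up; inactive = inhibition at most 29.93% or unconfirmed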;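 note: 0% = low Mg2+ inducing control and 100% = high Mg2+ repressing control; strong numbers were not always called active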
GPR55 beta-arrestin: selective activators of receptor GPR55 – imaging, U2OS cells, beta-arrestin-GFP redistribution, primary screen (AID 1961); U2OS GPR55 beta-arrestin-GFP redistribution imaging; higher % means a stronger effect; activation, % at 10 µM, or EC50 in µM where a hit was titrated; 290,000 tested, 0.048% active;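 active = activation above 40% with more than 50 cells counted in the well; inconclusive = wells holding fewer than 50 cells, flagged as toxic or sparse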;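 note: U2OS osteosarcoma cells stably expressing GPR55 and beta-arrestin-GFP; plate controls were DMSO negative control for no effect and LPI positive control for full effect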
KOR beta-arrestin-2: kappa opioid receptor blockers – cell-based, luminescence, uHTS (AID 1778). inhibition, % at 10 µM, or IC50 in µM where a hit was titrated. 290,000 tested, 0.091% active. KOR beta-arrestin recruitment, luminescence, antagonist mode; higher % means a stronger effect; in the data active = inhibition above about 50%; note: strong numbers were not always called active
GPR35 antagonists: GPR35 antagonists blocking zaprinast-driven arrestin recruitment, primary screen, imaging, U2OS, beta-arrestin-GFP, zaprinast agonist (AID 2058) | 290,000 tested, 0.052% active | one-dose inhibition, % at 10 µM; IC50 in µM for titrated hits | U2OS GPR35 beta-arrestin-GFP translocation imaging, zaprinast antagonism; higher % means a stronger effect;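 active = inhibition of at least 50% with at least 30 cells and total cytoplasm GFP at most 10,000,000; inconclusive = under 30 cells or total GFP of 10,000,000 plus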
GPR55 antagonists: GPR55 antagonists blocking LPI-driven arrestin recruitment, primary screen, imaging, U2OS, beta-arrestin-GFP, LPI agonist (AID 2013) | U2OS GPR55 beta-arrestin-GFP translocation imaging, LPI antagonism; higher % means a stronger effect | inhibition, % at 10 µM, or IC50 in µM where a hit was titrated | 290,000 tested, 0.13% active;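 active = spots per cell inhibited over 60%, with over 100 cells counted and total cytoplasm intensity under 500,000; inconclusive = wells with under 100 cells, flagged as likely toxic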;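 note: U2OS cells stably carrying GPR55 and arrestin-GFP stimulated by 5 µM LPI near EC80; imaged beta-arrestin-GFP aggregate spots per cell after agonist stimulation; plate controls were LPI-stimulated DMSO wells for no effect and DMSO wells without LPI for full effect; some results filed as inactive read as strong as hits; confirmed hits need IC50 under 10 µM and bright autofluorescent wells are also inconclusive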
T cell HTS vesicle-bound %: further read-out of T cell HTS, marked with its call; double positive events, %; measured here: CD8+ vesicle-bound cell fraction;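 binding gate set so that unloaded-vesicle control wells show 10% double positive cells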
NTR1 agonist cell count 20 µM: also measured in NTR1 agonist; calls as there; cell count; measured here: cell count, cytotoxicity flag
The depositor's hits bear a star; i = inactive; ? = inconclusive; . = no result given; [ ] = dose if it differs, or a comment. Random draw from the library. About 0.62% of those tested had a hit in this group.

SMILES | KOR beta-arrestin-1 | West Nile virus CPE | NTR1 agonist | NTR1 agonist cell count 20 µM | T cell HTS | T cell HTS vesicle-bound % | Salmonella PhoP GFP | GPR55 beta-arrestin | KOR beta-arrestin-2 | GPR35 antagonists | GPR55 antagonists
Cc1[nH]ccc(=O)c1OCc1ccc(Cl)cc1 | -0.3% | -0.4% | -1.0 | 84 | i | 10 | 2% | 0.1% | -2% | ? | 17%
CCNC(=O)COC(=O)C1C(C(=O)OCC)=C(C)NC(C)=C1C(=O)OCC | -1.1% | -0.4% | 3.1 | 73 | i | 11 | -12% | 0.3% | -14% | -8% | 2%
COCCn1c(C)cc(C(=O)COC(=O)c2ccc3ncsc3c2)c1C | -4.1% | 0.0% | 0.8 | 87 | i | 34 | -15% | 0.2% | 6% | 4% | 13%
COC(=O)c1ccc(CN2CCC(CO)(Cc3cccc(OC)c3)CC2)cc1 | . | -0.5% | -0.7 | 96 | i | 57 | 6% | -0.1% | -10%[20 µM] | 4% | 16%
COc1cc(C(=O)ON=C2C3CC4CC(C3)CC2C4)cc(OC)c1OC | 2.7% | ? | 1.2 | 45 | i | 20 | -2% | -0.1% | -6% | -5% | 0%
COc1ccccc1CCNC(=O)Cc1cccs1 | 3.9% | 0.5% | 1.3 | 57 | i | 30 | 3% | -0.3% | . | 4% | -3%
COC(=O)c1ccc(/C=C2\N=C(SC)SC2=O)cc1 | 0.1% | -0.1% | 0.2 | 67 | i | 21 | -16% | -0.2% | 22% | 1% | 9%
CCCCN(C(=O)Cn1nnc2ccccc21)C(C(=O)NCCOC)c1cccs1 (centres undefined) | 1.3% | -0.7% | -2.4 | 69 | i | 59 | -4% | -0.4% | 4% | 10% | 7%
FC(F)(F)c1cccc(NC(=S)NCC(c2cccnc2)N2CCOCC2)c1 (centres undefined) | 0.7% | -0.6% | 2.5 | 40 | i | 45 | 6% | -0.5% | 25% | 13% | 17%
COc1cccc(C2=CC(c3ccc(N(C)C)cc3)n3ncnc3N2)c1 (centres undefined) | -5.2% | -1.4% | -2.1 | 76 | i | 34 | -13% | 0.2% | 1% | -24% | -6%
CCOC(=O)C1C(=O)OC(C)(C)C1C(C)C(=O)c1ccc(C)cc1C (centres undefined) | -2.2% | -1.7% | -0.3 | 35 | i | 38 | -10% | 0.2% | 6%[20 µM] | 13% | 10%
Cc1ccc(-n2nc(C)c(=O)c(-c3ccccc3)c2NC(=O)c2cccs2)cc1 | -0.1% | 0.3% | -1.0 | 41 | i | 25 | -16% | -0.1% | -1% | -6% | 10%
COc1ccc(CNC(=O)/C(C#N)=C2\N=C(NC(=O)c3cccs3)c3ccccc32)cc1 | -3.4% | -0.4% | 2.0 | 47 | i | 50 | -18% | -0.2% | 5% | -1% | 7%
CNC(=O)c1ccsc1NC(=O)c1ccc(S(=O)(=O)N2CCCc3ccccc32)cc1 | -1.7% | . | 19 | 88 | i | 15 | 17% | -0.2% | 16% | -11% | 21%
Cc1ccc(CC(=O)NCCN2CCOCC2)cc1 | -3.1% | -0.2% | -0.9 | 35 | i | 59 | -7% | 0.3% | 2% | 6% | -11%
O=S(=O)(Nc1ccc(Cc2ccncc2)cc1)c1ccc(Cl)s1 | -2.6% | -1.1% | -0.7 | 60 | i | 15 | 0% | -0.2% | . | 6% | 6%
O=C(N/N=C(/c1ccccc1)c1ccncc1)c1ccc2c(c1)OCO2 | 0.9% | -0.6% | 2.3 | 77 | i | 31 | -14% | -0.2% | -34% | -2% | 7%
COc1ccc2oc(=O)c(C(=O)n3ccc(C)n3)cc2c1 | 0.4% | -0.7% | 2.7 | 73 | i | 32 | -12% | -0.1% | -2% | 6% | 6%
CCOC(=O)c1ccc(NC(=S)Nc2cccc(C)n2)cc1 | 3.3% | -0.1% | 8.7 | 61 | i | 4 | 5% | -0.6% | 25% | -7% | 8%
COc1ccc(-c2nc(=S)[nH][nH]2)cc1OC | 5.0% | 0.4% | 0.4 | 55 | i | 32 | 10% | -0.2% | -1% | 20% | -2%
Nc1cc(S(=O)(=O)c2ccc(O)c(N)c2)ccc1O | -0.3% | 0.4% | 0.3 | 41 | i | 27 | -6% | 0.4% | -4% | 13% | -3%
O=S(=O)(c1ccc(Br)cc1)N1CCCN(Cc2cccc(F)c2)CC1 | -0.8% | -1.6% | -1.6 | 45 | i | 24 | 4% | 0.5% | -28% | 4% | 6%
Cc1cc(C)c2cc3c(N)c(C(=O)N4CCc5ccccc5C4)sc3nc2c1 | 0.8% | -0.1% | 1.4 | 59 | i | 14 | 3% | 0.4% | 30% | 8% | 8%
CCOc1cccc(NC(=O)C2CC(=O)N(c3ccc(F)cc3)C2)c1 (centres undefined) | -8.2% | 0.5% | 0.7 | 81 | i | 64 | . | -0.1% | -18%[20 µM] | 1% | -12%
COc1ccc(NC(=O)c2noc3c2CCCCC3)cc1 | -1.6% | -0.2% | -0.9 | 58 | i | 33 | -4% | 0.1% | 9% | ? | -7%
C=CCn1c(SCC(=O)N(C)c2c(N)n(Cc3ccccc3)c(=O)[nH]c2=O)nnc1-c1ccccc1OC | -2.6% | 0.2% | 1.3 | 63 | i | 21 | 6% | 0.3% | 2% | 8% | 5%
COc1ccccc1CC(=O)N1CCN(c2ccccc2)CC1 | 1.7% | -0.1% | 0.6 | 68 | i | 46 | -3% | -0.1% | -73%[20 µM] | 6% | 8%
Cc1ccc(N(CCC#N)C(=O)CCl)cc1C | -4.0% | -1.1% | 2.3 | 92 | i | 63 | ? | 0.7% | -25% | -2% | 6%
CCCN(CCC)c1nc2ccccc2nc1C(C#N)C(=O)OCCOC (centres undefined) | -5.2% | 0.0% | 8.4 | 48 | i | 49 | -12% | -0.4% | 16% | -5% | 0%
CCOC(=O)Cc1csc(NC(=O)CCNS(=O)(=O)c2ccc3c(c2)CCC(=O)N3)n1 | -1.6% | -0.2% | 0.1 | 95 | i | 32 | -5% | 0.3% | 16% | 4% | 27%

Four neighbouring compounds out of the list so far, for reference:
SMILES | KOR beta-arrestin-1 | West Nile virus CPE | NTR1 agonist | NTR1 agonist cell count 20 µM | T cell HTS | T cell HTS vesicle-bound % | Salmonella PhoP GFP | GPR55 beta-arrestin | KOR beta-arrestin-2 | GPR35 antagonists | GPR55 antagonists
CCOc1cccc(NC(=O)C2CC(=O)N(c3ccc(F)cc3)C2)c1 (centres undefined) | -8.2% | 0.5% | 0.7 | 81 | i | 64 | . | -0.1% | -18%[20 µM] | 1% | -12%
COc1ccc(NC(=O)c2noc3c2CCCCC3)cc1 | -1.6% | -0.2% | -0.9 | 58 | i | 33 | -4% | 0.1% | 9% | ? | -7%
C=CCn1c(SCC(=O)N(C)c2c(N)n(Cc3ccccc3)c(=O)[nH]c2=O)nnc1-c1ccccc1OC | -2.6% | 0.2% | 1.3 | 63 | i | 21 | 6% | 0.3% | 2% | 8% | 5%
COc1ccccc1CC(=O)N1CCN(c2ccccc2)CC1 | 1.7% | -0.1% | 0.6 | 68 | i | 46 | -3% | -0.1% | -73%[20 µM] | 6% | 8%

Additional entries
SMILES | KOR beta-arrestin-1 | West Nile virus CPE | NTR1 agonist | NTR1 agonist cell count 20 µM | T cell HTS | T cell HTS vesicle-bound % | Salmonella PhoP GFP | GPR55 beta-arrestin | KOR beta-arrestin-2 | GPR35 antagonists | GPR55 antagonists
Cc1cc(C)c(C#N)c(SCS(=O)c2ccc(C(C)(C)C)cc2)n1 (centres undefined) | 4.5% | 0.6% | 5.5 | 51 | . | . | -9% | -0.1% | -34% | 3% | 4%
Cc1nnc(N)s1 | 1.0% | 0.1% | -0.3 | 46 | i | 30 | -8% | -0.3% | -19% | -18% | 4%
O=C1CN(C(=S)Nc2ccccc2Cl)CCN1 | -5.5% | 0.0% | 0.2 | 63 | i | 22 | 4% | -0.2% | 2% | -10% | 8%
CC(=O)Nc1ccc(SCC(=O)c2cc(C)n(-c3ccccc3)c2C)cc1 | 1.4% | 0.3% | 2.9 | 40 | i | 13 | -8% | -0.2% | 6% | 14% | 8%
Cc1ccc(C(=O)Nc2cccc([N+](=O)[O-])c2)cc1S(=O)(=O)Nc1ccc(NC(=O)c2ccccc2)cc1 | -1.4% | 0.6% | 0.2 | 51 | i | 45 | -4% | -0.3% | -10% | . | -4%
CC(CCc1ccccc1)NC(=O)c1cc2sccc2n1C (centres undefined) | -4.8% | 1.0% | 1.0 | 53 | i | 28 | -9% | -0.2% | 18% | -3% | 16%
Cc1ccc(S(=O)(=O)NN2C(=O)/C(=C/c3cccnc3)SC2=S)cc1 | -1.3% | -0.1% | -0.8 | 89 | i | 46 | 8% | -0.1% | 18% | -6% | -5%
COCCNC(=O)CN1c2ccccc2CC1C (centres undefined) | 4.0% | 0.1% | -0.7 | 58 | i | 64 | -8% | -0.3% | -29% | 7% | 7%
O=C(COC(=O)c1cccc2ccccc12)Nc1cccnc1Cl | 1.1% | -0.9% | 0.8 | 88 | i | 37 | 5% | -0.3% | 19% | 0% | -2%
Cc1ccc(NS(=O)(=O)c2cc(OCC(N)=O)c(C)cc2Cl)cc1 | 14% | -0.7% | 0.3 | 37 | i | 37 | 0% | -0.3% | -39% | -14% | 11%
Cc1cc(C)n(-c2nnc(Cl)c3ccccc23)n1 | 0.7% | 0.0% | -1.0 | 19 | i | 30 | 2% | 0.0% | -1%[20 µM] | 10% | -2%
Cc1ccc(-c2nc3ncccc3o2)cc1N | 1.3% | 0.9% | 1.1 | 54 | i | 37 | 0% | 0.3% | -5% | -7% | 2%
Cc1ccc(CN2CCN(CC(=O)O)C2=O)cc1 | -7.8% | 0.1% | 2.6 | 42 | i | 29 | 0% | -0.2% | -10% | -2% | 15%
C=C(C)CNC(=S)NNC(=O)CCn1c2ccccc2c2ccccc21 | -1.0% | -1.1% | 2.8 | 42 | i | 22 | 14% | 0.1% | 15% | 1% | -10%
C=C(C)c1cccc(C(C)(C)NC(=O)N2CCOCC2)c1 | 2.6% | 0.2% | 0.7 | 49 | i | 50 | 3% | -0.1% | 0% | -2% | 12%
CC(C)(C)NC(=O)C12CC3CC(CC(Cl)(C3)C1)C2 | 3.4% | -0.8% | -0.1 | 44 | i | 43 | -7% | -0.1% | 12% | 4% | 11%
Nc1ccc(SCCN2C(=O)c3ccccc3C2=O)cc1 | -3.7% | -0.4% | -0.7 | 76 | i | 23 | -6% | 0.0% | 14% | -2% | 18%

Compound activity as filed in PubChem BioAssay.
